MrgX1 antag: antagonists of human MrgX1 receptor. B-score at 10 µM. Q96LB2. AID 588676. MRGX1-HEK293 calcium flux, Fluo-4, BAM8-22 antagonism; hits give low values. actives 1.3% (n = 310,000);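 active = calcium-response B-score plate-corrected more than 3 library SD below zero, starting fluorescence within 5 deviations, no agonist response on first addition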;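 note: peak minus trough fluorescence over baseline after final BAM8-22 challenge near maximal dose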
Target sequence (Q96LB2 whole entry, looked up): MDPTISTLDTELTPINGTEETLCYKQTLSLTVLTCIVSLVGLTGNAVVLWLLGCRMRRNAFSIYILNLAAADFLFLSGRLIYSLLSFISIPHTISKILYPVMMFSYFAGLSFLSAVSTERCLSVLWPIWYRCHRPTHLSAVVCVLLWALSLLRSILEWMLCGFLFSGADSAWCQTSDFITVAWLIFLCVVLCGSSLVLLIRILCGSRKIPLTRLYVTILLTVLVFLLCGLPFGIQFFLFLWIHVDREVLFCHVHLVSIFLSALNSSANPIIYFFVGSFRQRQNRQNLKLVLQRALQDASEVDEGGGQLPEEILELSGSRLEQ
MrgX1 ag: agonists of human MrgX1 receptor. Q96LB2. MrgX1-HEK293 cells, Fluo-4 calcium fluorescence, agonist mode; hits give high values. B-score at 10 µM. actives 0.44% (n = 310,000). AID 588627;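 active = calcium response B-score plate-corrected fluorescence ratio at least 3 library SD, with starting fluorescence B-score inside 5 SD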
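Test system: HEK293 cells stably expressing human MrgX1 receptor; amount: 15,000 cells per well; doses: compound delivered in addition one of three; times: overnight plating before 1 h dye loading; detection: Fluo-4 NW calcium-flux fluorescence, kinetic read; read-out basis: B-scored fluorescence response ratio; controls: positive and negative controls per plate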
RGS4 block: inhibitors of human RGS4 | P49798 | HEK293 M3R/RGS4 inducible, Fluo-4 calcium flux; hits give high values; triggered by carbachol at its EC20 | B-score at 10 µM | actives 0.45% (n = 310,000) | AID 463165;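 active = B-score, a plate-corrected calcium signal, over three deviations above library mean, with baseline fluorescence within five deviations of library mean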;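 note: RGS4 expression induced by doxycycline in cells with stable M3 receptor; B-score is computed from the integrated fluorescence ratio over baseline after carbachol; higher B-score means a larger calcium signal and so more RGS4 inhibition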
Target sequence (P49798 whole entry, looked up): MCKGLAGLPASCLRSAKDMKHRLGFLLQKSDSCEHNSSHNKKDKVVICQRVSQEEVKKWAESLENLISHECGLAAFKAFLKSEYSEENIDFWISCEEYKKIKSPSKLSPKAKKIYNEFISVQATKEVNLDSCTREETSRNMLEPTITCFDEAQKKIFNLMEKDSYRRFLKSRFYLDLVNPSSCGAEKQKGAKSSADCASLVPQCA
MrgX1 PAM: allosterically activates human MrgX1 receptor signaling; MrgX1-HEK293, Fluo-4 calcium flux, FDSS; hits give high values; actives 0.63% (n = 310,000); AID 588675; Q96LB2; B-score at 10 µM;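 active = plate-corrected calcium response at least 3 library SD above typical, normal starting fluorescence, not activating the receptor alone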;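 note: compound read alongside a low EC10 to EC30 dose of BAM8-22 agonist; peak minus trough fluorescence over baseline measured at the second addition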
TRPC6 inh: mouse TRPC6 channel inhibition. Q61143. HEK293-TRPC6, membrane potential dye, ACh-evoked depolarization; hits give low values. B-score at 10 µM. actives 1.1% (n = 310,000). AID 2553;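 active = B-score under library mean minus 3 SD, initial fluorescence not abnormally high, positive integrated signal ratio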;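 note: B-score derived from integrated fluorescence ratio over the kinetic read; more negative B-score means stronger inhibition of depolarization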
ANO1 block: blocks the mouse calcium-activated chloride channel TMEM16A. normalized B-score (activity score, 25-100; higher = stronger inhibition) at 10 µM. actives 1.2% (n = 310,000). HEK293 TMEM16A/YFP iodide influx fluorescence, ionomycin. Q8BHY3. AID 588511;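 active = ratio plate-corrected score three or more library SD toward inhibition, starting fluorescence score within five deviations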;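 note: score derived from kinetic fluorescence span divided by baseline fluorescence per well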
HDAC3 inh: human HDAC3 inhibition; inhibition, % at 8.3 µM; recombinant HDAC3, fluorogenic peptide/trypsin coupled, fluorescence; actives 0.15% (n = 320,000); AID 2718; O15379; in the data active = inhibition above about 26%, passing the limit was not always enough; inconclusive = no clear call, values can overlap the other calls
Target sequence (O15379 whole entry, looked up): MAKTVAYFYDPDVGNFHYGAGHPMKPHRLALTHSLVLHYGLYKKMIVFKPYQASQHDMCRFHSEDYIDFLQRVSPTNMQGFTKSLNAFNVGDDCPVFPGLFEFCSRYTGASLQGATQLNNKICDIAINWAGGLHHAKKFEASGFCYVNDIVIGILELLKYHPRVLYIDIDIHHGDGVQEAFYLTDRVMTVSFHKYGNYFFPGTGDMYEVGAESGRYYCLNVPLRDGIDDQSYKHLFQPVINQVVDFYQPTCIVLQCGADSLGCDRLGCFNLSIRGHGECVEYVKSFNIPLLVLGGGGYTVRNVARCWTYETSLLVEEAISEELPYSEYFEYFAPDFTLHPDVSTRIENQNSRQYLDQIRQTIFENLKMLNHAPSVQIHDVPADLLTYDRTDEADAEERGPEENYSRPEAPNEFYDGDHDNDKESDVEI
TRPC6 act: mouse TRPC6 channel activation; Q61143; HEK293-TRPC6 membrane potential dye fluorescence; hits give high values; B-score at 10 µM; actives 0.13% (n = 310,000); AID 2550;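 active = B-score of the integrated fluorescence ratio above library mean plus 3 SD, and starting fluorescence ratio within library mean plus 5 SD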;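 note: higher score means more depolarization so channel activation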
SKKanGAS inh: SKKanGAS growth inhibition; inhibition, % at 7.5 µM; actives 1.3% (n = 300,000); S. pyogenes SKKanGAS, kanamycin growth, BacTiter-Glo, 6 h;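 active = mean replicate score, as percent of positive control median, at least 50; inconclusive = mean below 50 but one replicate at or above 50; inactive = mean and every replicate below 50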;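 note: strain carries kanamycin resistance gene driven by streptokinase promoter and grows in 40 µg/ml kanamycin; loss of luminescence reflects streptokinase promoter inhibition or plain growth inhibition; 0% = median of DMSO wells and 100% = positive control at its reference dose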
RGS4 pot: RGS4 potentiation or activation; actives 0.92% (n = 310,000); HEK293 M3R/inducible RGS4, carbachol calcium flux Fluo4; hits give low values; B-score at 10 µM; AID 463111;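 active = B-score of the integrated calcium signal more than 4 SD below the library mean, with starting fluorescence not abnormally high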;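 note: negative B-score means reduced calcium response which marks RGS4 activation or potentiation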
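Test system: HEK293 cells with stable M3R and inducible RGS4; also added: carbachol at ECmax as muscarinic agonist stimulus; schedule: dye loading 30 min 37 °C, buffer rest 30 min RT; technique: kinetic calcium fluorescence imaging with Fluo4-AM dye, 2 µM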
ANO1 activ: activates or potentiates the mouse TMEM16A chloride channel. Q8BHY3. HEK293 TMEM16A/YFP-H148Q/I152L, iodide quench fluorescence; hits give low values. B-score at 10 µM. actives 0.3% (n = 340,000);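 active = fluorescence-ratio B-score plate-corrected deviation score at least 3 library SD below zero, with starting fluorescence score within 5 deviations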;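 note: channel opened by trigger with iodide after compound preincubation; score built on the fluorescence ratio of max minus min over baseline; more negative score means more quench and so TMEM16A activation or potentiation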
Starred values were filed as active, the others as inactive; i = inactive; ? = inconclusive; nt = not tested or not shown.

SMILES	MrgX1 antag	MrgX1 ag	RGS4 block	MrgX1 PAM	TRPC6 inh	ANO1 block	HDAC3 inh	TRPC6 act	SKKanGAS inh	RGS4 pot	ANO1 activ
CCOC(=O)C1CCC(CNCc2ccccc2C)CC1 (stereo unspecified)	i	i	i	i	i	i	-5	i	13	i	i
Cc1occc1C(=O)n1cnc2ccccc21	i	i	i	i	i	i	-4	i	0	i	nt
CCc1cc(-c2n[nH]c(=S)n2CC(C)C)cs1	i	i	i	i	i	i	6	i	-8	i	i
O=C(Nc1ccc(Cn2cccn2)cc1)c1ccc(COc2ccc(Br)cc2)cc1	i	i	i	i	i	i	-4	i	1	i	i
CC(C)(C)OC(=O)N1Cc2ccccc2C[C@H]1C(=O)NCC(=O)NC1CCCC1	i	i	i	i	i	i	1	i	4	i	i
CC(C)N1CCc2c(sc(NC(=O)c3nc4ccccc4s3)c2C(N)=O)C1	i	i	i	i	i	i	4	i	17	i	i
CC(C)(C)OC(=O)NCCCCCNC(=O)c1[nH]cnc1C(=O)N[C@@H](CCCCNC(=O)OC(C)(C)C)C(=O)OC(C)(C)C	i	i	i	i	i	i	?	i	13	i	i
CN(CCCN1CCOCC1)C(=O)c1cc(COc2c(F)cccc2F)on1	i	i	i	i	i	i	1	i	5	i	i
O=C(Nc1cccc(Cl)c1Cl)C1CCN(C(=O)c2cccs2)CC1	i	i	i	i	i	i	0	i	-3	i	i
COc1ccc2oc(C(=O)N3CCN(C(=O)c4ccco4)CC3)c(C)c2c1	i	i	i	i	i	i	3	i	-8	i	i
Cc1ccccc1OCC(=O)Nc1nnc(COc2ccccc2)s1	-8.2*	i	i	i	i	i	-9	i	-2	i	i
COc1ccccc1NNC(=O)c1cccnc1Oc1ccccc1	i	i	i	i	i	i	5	i	44	i	i
COc1ccc(/C=C/C(=O)N2CCN(c3ccccc3)CC2)cc1S(=O)(=O)N1CCOCC1	i	i	i	i	i	i	-6	i	-4	i	i
O=C(c1ccc(S(=O)(=O)Nc2ccccc2)cc1)N1CCCCCCC1	i	i	i	i	i	i	2	i	6	i	i
Cc1cccc(CN2CCCC(C(=O)c3ccc4c5c(cccc35)CC4)C2)n1 (stereo unspecified)	i	i	i	i	i	i	-17	i	65*	i	i
CCCc1noc(-c2ccc(-c3ccccc3)cc2)n1	i	i	i	i	i	i	-9	i	-1	i	i
O=C(O)Cc1ccc(NS(=O)(=O)c2c(Cl)cccc2Cl)cc1	i	i	i	i	i	i	-3	i	-2	i	i
C#CCOCCOCCOCCNc1nc(N2CCN(C(=O)Cn3cc(CCCN=C(N)N)nn3)CC2)nc(N2CCN(C(=O)[C@H](CCCCN)n3cc(CCCC)nn3)CC2)n1	i	i	nt	i	nt	i	0	nt	nt	nt	i
COC(=O)Oc1ccc(/C=N/NC(=O)CN(c2ccccc2Br)S(C)(=O)=O)cc1OC	i	i	i	i	i	i	-3	i	7	i	i
O=C(CC1SC(=O)NC1=O)Nc1ccc(Cl)cc1 (stereo unspecified)	i	i	i	i	i	i	-2	i	-1	i	i
CC(=O)c1sc(NC(=O)c2ccc(C)c(C)c2)nc1C	i	i	i	i	i	i	3	i	-3	i	i
CN1C(=O)C(C(=O)NC(C)(C)C)C2c3ccccc3OC13CCCCC23 (stereo unspecified)	i	i	i	i	i	i	1	i	6	i	i
Cc1ccc(OCC(=O)O/N=C(\N)Cc2ccc(Cl)cc2)cc1	i	i	i	i	i	i	-1	i	18	i	i
COc1cccc(C(=O)Nc2ccc(C(=O)O)cc2)c1	i	i	i	i	i	i	-1	i	3	i	i
COc1cccc(C(=O)N2CCC(n3nccc3NC(=O)CCOc3ccccc3)CC2)c1	i	i	i	i	i	i	5	i	2	i	i
O=C(Nc1nnc(CCc2ccccc2)s1)c1cccs1	i	i	i	i	i	i	-1	i	2	i	i
CCC1=C(OC(=O)N(CC)CC)N2C(=O)OC(=NCC3CC3)[C@]2(Cc2ccccc2)[C@H]2C1=CC[C@H]1C(=O)N(C)C(=O)[C@H]12	i	i	i	i	i	i	9	i	1	i	i
CC(C)(CN1CCN(c2ccccc2)CC1)NS(=O)(=O)c1ccccc1	i	i	i	i	i	i	-2	i	-7	i	i
O=C(CCc1ccccc1)NCc1cccnc1	i	i	i	i	i	i	0	i	2	i	i
O=C(O)C(Oc1ccc2c(-c3ccccc3)cc(=O)oc2c1)c1ccccc1 (stereo unspecified)	i	i	i	i	i	i	1	i	-3	i	i
O=S(=O)(Nc1ccccc1O)c1ccc(-c2ccccc2)cc1	i	i	i	i	i	100*	7	i	5	i	i
O=C1NC2(CCCCCC2)Oc2ccccc21	i	i	i	i	i	i	6	i	-3	i	i
CCC(=O)Nc1cccc(C(=O)/C=C/c2ccccc2)c1	i	35*	i	i	i	i	11	i	-4	i	i
O=C(O)CC1C(=O)NCCN1C/C=C/c1ccccc1 (stereo unspecified)	i	i	i	i	i	i	12	i	-2	i	i
COC(=O)c1c(C)[nH]c(C=O)c1-c1ccccc1	i	i	i	i	i	i	-9	i	-2	i	i
O=S(=O)(c1ccccc1)N1CCN=C1SCc1ccccc1	i	i	i	i	i	i	0	i	-4	i	i
Cc1cnc(NS(=O)(=O)c2ccccc2)c(C)n1	i	i	i	i	i	i	1	i	-6	i	i
COCCNC(=O)/C(C#N)=C/c1cccc(/C=C(\C#N)C(=O)NCCOC)c1	i	i	i	i	i	i	-6	i	-2	i	i
CCC/C=C(\CCC)C(NC(=O)CCc1ccccc1)c1ccc(C(F)(F)F)cc1 (stereo unspecified)	i	i	i	i	i	i	-6	i	4	i	nt
O=C(O)c1ccc(Cl)c(S(=O)(=O)Nc2ccc(OCc3ccccc3)cc2)c1	i	i	i	i	i	i	0	i	30	i	i
CCOC(=O)c1ccc(-c2ccc(/C=N/NC(=O)CN(c3ccccc3Br)S(C)(=O)=O)o2)cc1	i	i	i	i	i	i	-2	i	30	i	i
CCOc1[nH]n(-c2ccc(Cl)cc2)c(=O)c1C=Nc1ccc(O)cc1	i	i	i	i	i	i	4	i	3	i	i
COC(=O)Cc1ccc(OCC(=O)Nc2ccc(OC(F)(F)F)cc2)cc1	i	i	i	i	i	i	8	i	0	i	i
O=c1ccc(-c2n[nH]c(=S)n2-c2ccc(F)c(Cl)c2)n[nH]1	i	i	i	i	i	i	3	i	-11	i	i
Nc1ccc2nc(SCC(=O)N3CCN(c4ccccc4)CC3)sc2c1	i	i	i	i	i	i	1	i	0	i	i
Cc1cc(C)cc(NC(=S)NCC2CCN(C(C)c3ccccc3)C2)c1 (stereo unspecified)	i	i	i	i	i	i	1	i	7	i	i
NCCCC[C@H]1CNC(=O)C(=O)N1CCC12CC3CC(CC(C3)C1)C2	i	i	i	i	i	i	9	i	5	i	i
Cc1ccc(S(=O)(=O)N2CC(=O)Nc3ccccc32)cc1	i	i	i	i	i	i	4	i	8	i	i
CCOc1ccccc1C1C(C#N)=C(N)Oc2cc(N)ccc21 (stereo unspecified)	i	i	i	i	i	i	-6	i	11	i	i
Cc1cc(C)c(OCC(=O)Nc2ccc(NC(=O)c3ccco3)cc2)c([N+](=O)[O-])c1	i	i	nt	i	nt	i	-1	nt	nt	nt	i
Cc1c(C(=O)Nc2ccncc2)sc2nc(-c3ccccc3)cn12	i	i	i	i	i	i	nt	i	2	i	i
O=C(NCCc1ccccc1)c1cccc(S(=O)(=O)NCc2ccccc2)c1	i	i	i	i	i	i	3	i	-10	i	i

As a working copy, part of the list above.
SMILES	MrgX1 antag	MrgX1 ag	RGS4 block	MrgX1 PAM	TRPC6 inh	ANO1 block	HDAC3 inh	TRPC6 act	SKKanGAS inh	RGS4 pot	ANO1 activ
CCC/C=C(\CCC)C(NC(=O)CCc1ccccc1)c1ccc(C(F)(F)F)cc1 (stereo unspecified)	i	i	i	i	i	i	-6	i	4	i	nt
O=C(O)c1ccc(Cl)c(S(=O)(=O)Nc2ccc(OCc3ccccc3)cc2)c1	i	i	i	i	i	i	0	i	30	i	i
CCOC(=O)c1ccc(-c2ccc(/C=N/NC(=O)CN(c3ccccc3Br)S(C)(=O)=O)o2)cc1	i	i	i	i	i	i	-2	i	30	i	i
CCOc1[nH]n(-c2ccc(Cl)cc2)c(=O)c1C=Nc1ccc(O)cc1	i	i	i	i	i	i	4	i	3	i	i
COC(=O)Cc1ccc(OCC(=O)Nc2ccc(OC(F)(F)F)cc2)cc1	i	i	i	i	i	i	8	i	0	i	i
O=c1ccc(-c2n[nH]c(=S)n2-c2ccc(F)c(Cl)c2)n[nH]1	i	i	i	i	i	i	3	i	-11	i	i
Nc1ccc2nc(SCC(=O)N3CCN(c4ccccc4)CC3)sc2c1	i	i	i	i	i	i	1	i	0	i	i
Cc1cc(C)cc(NC(=S)NCC2CCN(C(C)c3ccccc3)C2)c1 (stereo unspecified)	i	i	i	i	i	i	1	i	7	i	i
NCCCC[C@H]1CNC(=O)C(=O)N1CCC12CC3CC(CC(C3)C1)C2	i	i	i	i	i	i	9	i	5	i	i
Cc1ccc(S(=O)(=O)N2CC(=O)Nc3ccccc32)cc1	i	i	i	i	i	i	4	i	8	i	i
CCOc1ccccc1C1C(C#N)=C(N)Oc2cc(N)ccc21 (stereo unspecified)	i	i	i	i	i	i	-6	i	11	i	i
Cc1cc(C)c(OCC(=O)Nc2ccc(NC(=O)c3ccco3)cc2)c([N+](=O)[O-])c1	i	i	nt	i	nt	i	-1	nt	nt	nt	i
Cc1c(C(=O)Nc2ccncc2)sc2nc(-c3ccccc3)cn12	i	i	i	i	i	i	nt	i	2	i	i
O=C(NCCc1ccccc1)c1cccc(S(=O)(=O)NCc2ccccc2)c1	i	i	i	i	i	i	3	i	-10	i	i

No new results follow: 2 of the compounds above.
SMILES	MrgX1 antag	MrgX1 ag	RGS4 block	MrgX1 PAM	TRPC6 inh	ANO1 block	HDAC3 inh	TRPC6 act	SKKanGAS inh	RGS4 pot	ANO1 activ
Cc1cc(C)cc(NC(=S)NCC2CCN(C(C)c3ccccc3)C2)c1 (stereo unspecified)	i	i	i	i	i	i	1	i	7	i	i
NCCCC[C@H]1CNC(=O)C(=O)N1CCC12CC3CC(CC(C3)C1)C2	i	i	i	i	i	i	9	i	5	i	i

Screening results deposited in PubChem BioAssay by several laboratories.
